Source: PubChem (National Center for Advancing Translational Sciences (NCATS))
Giardia kill = Giardia lamblia killing. AID 540267. activity change, % at 7.66 µM, hits read low. Giardia lamblia trophozoite viability. actives 0.15% (n = 340,000); in the data active = activity change below about -80%; inconclusive = between about -30% and that limit;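 note: parasites exposed to compound for two days anaerobically before the ATP read; % is set by controls: 0 for no effect and ±100 for the full control effect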
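Giardia trophozoites, 100 cells per well, were exposed to compounds for 48 hrs at 37 deg C under anaerobic conditions; viability was then read as ATP content by bioluminescence after 15-30 min at room temperature.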
KCNH2 WT inh = blocks the wildtype human KCNH2 potassium channel; activity change, % at 1.84 µM; actives 0.37% (n = 340,000); U2OS, BacMam KCNH2, thallium flux FluxOr; stronger effect = lower value;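 active = maximum activity change below -70%; inconclusive = maximum activity change between -70% and -50%; inactive = maximum activity change above -50%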; note: % is set by controls: 0 for no effect and ±100 for the full control effect
Target sequence (Q12809 whole entry, looked up): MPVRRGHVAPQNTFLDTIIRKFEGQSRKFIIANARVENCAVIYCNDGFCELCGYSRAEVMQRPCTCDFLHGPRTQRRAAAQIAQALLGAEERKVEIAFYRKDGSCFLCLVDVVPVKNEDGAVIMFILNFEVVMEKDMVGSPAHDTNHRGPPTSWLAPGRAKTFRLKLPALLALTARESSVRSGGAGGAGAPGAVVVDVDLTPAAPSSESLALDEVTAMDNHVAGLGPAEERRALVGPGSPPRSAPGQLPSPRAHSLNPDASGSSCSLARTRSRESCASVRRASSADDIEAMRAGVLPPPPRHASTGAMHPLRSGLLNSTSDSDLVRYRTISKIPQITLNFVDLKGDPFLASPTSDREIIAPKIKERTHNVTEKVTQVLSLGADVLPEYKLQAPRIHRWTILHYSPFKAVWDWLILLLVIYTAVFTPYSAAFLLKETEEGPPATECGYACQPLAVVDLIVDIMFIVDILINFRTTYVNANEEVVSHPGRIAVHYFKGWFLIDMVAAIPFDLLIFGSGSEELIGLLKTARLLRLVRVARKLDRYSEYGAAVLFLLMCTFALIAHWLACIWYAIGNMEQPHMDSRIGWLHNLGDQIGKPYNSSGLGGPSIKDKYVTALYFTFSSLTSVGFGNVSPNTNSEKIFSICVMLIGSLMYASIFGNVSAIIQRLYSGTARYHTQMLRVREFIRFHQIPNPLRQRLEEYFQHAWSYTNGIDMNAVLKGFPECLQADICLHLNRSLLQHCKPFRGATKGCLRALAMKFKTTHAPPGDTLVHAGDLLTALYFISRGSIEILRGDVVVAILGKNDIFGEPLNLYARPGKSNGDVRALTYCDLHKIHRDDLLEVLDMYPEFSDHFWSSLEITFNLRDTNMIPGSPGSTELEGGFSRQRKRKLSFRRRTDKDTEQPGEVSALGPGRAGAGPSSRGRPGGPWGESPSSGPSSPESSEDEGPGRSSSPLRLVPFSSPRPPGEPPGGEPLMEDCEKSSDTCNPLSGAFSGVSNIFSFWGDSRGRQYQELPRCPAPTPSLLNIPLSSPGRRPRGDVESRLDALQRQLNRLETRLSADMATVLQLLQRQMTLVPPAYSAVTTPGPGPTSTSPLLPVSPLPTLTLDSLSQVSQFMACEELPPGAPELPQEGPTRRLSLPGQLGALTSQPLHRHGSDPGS
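U2OS cells were transduced with wild-type KCNH2 virus (2.03 x 10^8 / mL) for 4 h at room temperature, then cultured overnight at 37 C. Thallium flux was read with FluxOr dye. Rate constants were normalized to DMSO controls.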
Coupling enz = inhibits coupling enzyme system, counter-screen for aldolase hits; coupling enzyme system counterscreen, AmpLite Red fluorescence; activity change, negative = inhibition, % at 58.2 µM, hits read low; actives 0.67% (n = 290,000); AID 2472; in the data active = activity change below about -30%; note: % is set by controls: 0 for no effect and ±100 for the full control effect
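Counterscreen of the coupled detection system alone, without aldolase: glyceraldehyde-3-phosphate coupling enzymes plus AmpLite Red readout. Compounds at 57.5 uM final, 10 min RT preincubation, 20 min RT reaction, fluorescence 525/598 nm.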
GALK inhibitor = inhibitors of human galactokinase; P51570; Purified GALK, Kinase-Glo residual ATP luminescence; Potency, µM (series often up to 57.5 µM), inactives show at the highest dose activity change, negative = inhibition, hits mostly inhibitors; actives 0.007% (n = 270,000); AID 1868; note: potency is the fitted concentration of half-maximal effect; % is set by controls: 0 for no effect and ±100 for the full control effect
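Quantitative HTS: GALK 5 nM, ATP 35 uM, galactose 100 uM, 1 h room temperature, then luciferase-based ATP detection.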
Tb PFK inh = T. brucei PFK enzyme inhibition; Potency, µM (doses to about 57.5 µM), without a hit: at the highest dose activity, negative = inhibition, actives largely listed as inhibitors; AID 485367; actives 0.17% (n = 330,000); T. brucei PFK, ADP-Glo luminescence;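 note: potency is the fitted concentration of half-maximal effect; 0% = uninhibited 1x PFK enzyme wells and -100% = no-enzyme wells; nearly all actives have a fitted effect of over 60% in size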
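Luminescent ADP detection (ADP-Glo, two-step: ATP depletion then ADP-to-ATP conversion for luciferase) reported PFK activity after 45 min room-temperature reaction of 1.25 nM enzyme with 0.5 mM F6P and 0.1 mM ATP at pH 8.0.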
BCR signal inh = chronic active BCR signaling inhibition; ABC-DLBCL IkBa-CBG/CBR reporter, luminescence ratio, 4 h; Potency, µM (titrated, usually from 46.1 µM), for the others: at the highest dose ratio change, negative = lower green/red ratio, hits mostly inhibitors; actives 0.05% (n = 340,000); AID 493014; active = well fitted inhibition curve with a large enough effect in the signal ratio, with a control signal flat, not every such curve was filed as active; inconclusive = small, poorly fitted or top-dose-only effect, or effect the other way, or a change in a side signal; the % refers to the signal ratio;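 note: potency is the fitted concentration of half-maximal effect; plate controls were basal doxycycline-induced cells for no effect and cells given 10 µM MG132 for full effect; MG132 reads +100%, hits lower the ratio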
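Compounds up to 46 uM were incubated four hours with TMD8 cells whose green CBG68 luciferase is fused to IkappaBalpha; red CBR luminescence normalised the signal, and concentration-effect curves were fitted to fusion, red and ratio data.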
A-T KAP1 phos = potential ataxia-telangiectasia treatments restoring KAP-1 phosphorylation; […] A-T fibroblasts, KAP-1 phosphorylation AlphaLISA; neocarzinostatin DNA damage 30 min before lysis; Potency, µM (titrated, usually from 57.5 µM), without a hit: top-dose activation, actives largely listed as activators; actives 0.19% (n = 320,000); AID 485349; note: potency is the fitted concentration of half-maximal effect; % of control where 0% means no effect; nearly all actives have a fitted effect of over 45% in size
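hTERT-immortalized A-T patient fibroblasts ([…]), 500 cells/well in OPTI-MEM, 1% FBS, got compounds for 60 min, then NCS for 30 min at 37C. Lysates were then assayed for phospho-KAP-1 by AlphaLISA (anti-pKAP1 donor, anti-KAP1 acceptor beads), 6 hr at 25C.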
CXXC DNA block = blocks binding of human MLL CXXC domain to DNA. Q03164. actives 0.037% (n = 290,000). Potency, µM (series often up to 115 µM), inactives show top-dose activity change, negative = inhibition, hits mostly inhibitors. MLL-CXXC / FITC-HOXA9 DNA fluorescence polarization; active = well fitted inhibition curve with a large enough effect in the polarisation, with a control signal flat, not every such curve was filed as active; inconclusive = small, poorly fitted or top-dose-only effect, or effect the other way, or a change in a side signal; inactive = no such curve, though single readings can be large or run the other way; the % refers to the polarisation; note: potency is the fitted concentration of half-maximal effect
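Fluorescence polarization: 7 uM MLL-CXXC (stock) preincubated 5 min with compounds, then 50 nM fluorescein-HOX-A9 DNA (stock) added; 30 min ambient. Buffer 50 mM Tris-HCl pH 7.5, 50 mM NaCl, 1 mM DTT, 0.05% BSA.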
TSHR antag = human thyrotropin receptor antagonism. activity change, negative = inhibition, % at 11.5 µM. TSHR-expressing cells, TSH-stimulated cAMP HTRF, 2 h; stronger effect = lower value. actives 0.2% (n = 330,000);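 active = activity change below a set negative limit, meaning inhibition stronger than a set level, cut at about -70% in these data; inconclusive = activity change between two set negative limits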; note: % is set by controls: 0 for no effect and ±100 for the full control effect
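Inhibition of cAMP made by TSHR-expressing cells under TSH stimulation (4nM final, EC80; 2 h, 37 deg C) is quantified with a one-step lysis HTRF kit, anti-cAMP cryptate versus cAMP-d2.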
TCR act = T cell receptor activation | primary human leukocytes, anti-CD3, IL-2 HTRF, 48 h | Potency, µM (highest dose often 9.22 µM), for the others: at the top dose activation of IL-2 secretion, hits mostly activators | 330,000 tested, under 10 active | AID 504894; note: % of control where 0% means no effect
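Readout: HTRF IL-2, Eu-cryptate/d2 antibody pair, 320nm excitation, 665nm emission. Stimulus: a-CD3 beads, no co-stimulation. Cells: primary human leukocytes. Exposure: 48 hr with compound.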
* marks the source's active call; other numbers are inactive results; ? = inconclusive; / = no result given; [ ] = remark or other dose. Unless noted, calls come from the whole dose curve; as a rule, active = well fitted curve in the direction sought with a large enough effect; inconclusive = small, poorly fitted or top-dose-only effect, or another doubt; inactive = no such curve, though single readings can be large; an effect the other way counts as inactive or inconclusive.

SMILES | Giardia kill | KCNH2 WT inh | Coupling enz | GALK inhibitor | Tb PFK inh | BCR signal inh | A-T KAP1 phos | CXXC DNA block | TSHR antag | TCR act
CSc1ncc(C(=O)Nc2ccc(Br)cn2)c(C)n1 | 2 | -6 | 0 | 0% | 5% | ? | 7% | ? | -1 | 3%
CCCCNc1ncnc2c1cnn2Cc1ccc(Cl)cc1 | ? | -7 | 0 | / | -17% | ? | -4% | -4% | -3 | 0%
S=c1[nH]nc(-c2ccncc2)n1/N=C/C(Cl)=C\c1ccccc1 | -11 | / | 4 | 3% | -7% | ? | 9% | -13% | -5 | -4%
CCc1ccccc1NC(=O)CN1CCN(C(=O)c2ccc(OCc3cn4ccccc4n3)cc2)CC1 | -5 | -12 | / | / | -12% | ? | -5% | / | -14 | -1%
O=C(O)C1CC(=O)N(Cc2cccnc2)C1 (stereo not drawn) | 6 | 13 | 0 | 1% | 0% | 0% | 1% | -1% | -5 | /
COc1cc2cc(CCOC(=O)CCCC(=O)O)oc(=O)c2cc1OC | 13 | -1 | / | / | -2% | -2% | -13% | / | 9 | 4%
O=C(Nc1ccc([N+](=O)[O-])cc1)Nc1ccc2c(c1)OCCO2 | 3 | 7 | 0 | -2% | -3% | ? | 1% | 16% | 0 | -3%
Cc1cnn(C(=O)c2cc(-c3ccccc3)nc3ccccc23)c1 | 6 | -4 | 6 | -1% | -4% | 4% | -4% | -3% | 15 | 1%
Cc1ccc(S(=O)(=O)Nc2cccc3c2O[C@H](CN(C)Cc2ccccc2)[C@@H](C)CN([C@H](C)CO)C3=O)cc1 | -4 | -21 | / | / | 5% | 2% | 5% | / | 25 | 5%
Cc1ccc(NS(=O)(=O)c2ccccc2)c2c1CC(C)(C)O2 | -18 | 32 | -46* | 2% | 1% | ? | 11% | 6% | -9 | 3%
Cc1ccsc1/C=N/NC(=O)CNC(=O)c1cccc([N+](=O)[O-])c1C | -1 | 0 | -1 | 1% | -3% | 0% | 0% | 4% | 20 | 8%
COc1ccc(N2C(=O)CC(NCCNc3ccc([N+](=O)[O-])cn3)C2=O)cc1 (stereo not drawn) | -2 | 0 | 0 | 1% | 5% | 0% | -1% | 0% | 1 | 4%[46.1 µM]
Cc1cnc(=O)[nH]c1SCC(=O)Nc1nccs1 | 8 | 11 | / | / | -9% | ? | -9% | / | 2 | 4%
Cn1nc(C(=O)NCCOc2ccccc2)c2ccccc2c1=O | -19 | 5 | 3 | -3% | -6% | 7% | 2% | 7% | 0 | -3%
O=c1/c(=C\c2ccc3c(c2)OCO3)sc2n1CCCN=2 | -3 | 0 | -2 | 0% | -6% | ? | 11% | -2% | -4 | 8%
CC1CCCC(C)N1C(=O)CNCc1ccc2c(c1)OCO2 (stereo not drawn) | 6 | 11 | -1 | -1% | -2% | 0% | 6% | -1% | 0 | -7%
CCC(Sc1nc2ccccc2c(=O)n1CCN1CCOCC1)C(=O)NCc1cccnc1 (stereo not drawn) | -15 | 2 | 3 | -2% | -8% | 15% | -1% | 1% | 11 | 0%
Cc1ccc(S(=O)(=O)C2(C(=O)NC3CCCCC3)CC2)cc1 | 8 | -16 | 2 | -3% | 0% | 1% | 1% | 38% | -1 | -3%
CCOC(=O)CSc1nnc(SCCN2C(=O)c3ccccc3C2=O)s1 | 3 | 6 | 9 | 0% | 1% | ? | -5% | 0% | 0 | -7%
O=C(Nc1ccccc1)Nc1ccccc1 | 5 | 0 | 0 | / | / | / | / | / | / | 1%
COc1ccc([C@H]2CC(=O)C=C(c3cccc(NC(C)=O)c3)C2)cc1 | 24 | / | / | / | 0% | -3% | -6% | / | 16 | 9%
Cc1ccc(-n2c(SCC(=O)NCc3ccco3)nnc2-c2cccnc2)c(C)c1 | 15 | 1 | -6 | -2% | -2% | -6% | -8% | 0% | -7 | 7%
CN1CCN(S(=O)(=O)c2ccc(N(C)Cc3c(F)cccc3Cl)nc2)CC1 | 7 | 0 | / | / | 0% | -2% | 9% | / | 14 | 4%
CSc1ccccc1C(=O)N1CCN(c2cccc(Cl)c2)CC1 | -6 | -1 | 1 | -1% | -8% | -4% | 3% | 10% | -11 | -5%
CC(C)N1C(=O)C2C(c3ccccc3O)NC(C)(C(=O)O)C2C1=O (stereo not drawn) | 9 | -11 | -2 | 2% | 2% | 6% | 10% | 8% | 9 | 7%

A second format for some results above.
SMILES	Giardia kill	KCNH2 WT inh	Coupling enz	GALK inhibitor	Tb PFK inh	BCR signal inh	A-T KAP1 phos	CXXC DNA block	TSHR antag	TCR act
COc1cc2cc(CCOC(=O)CCCC(=O)O)oc(=O)c2cc1OC	13	-1	/	/	-2%	-2%	-13%	/	9	4%
O=C(Nc1ccc([N+](=O)[O-])cc1)Nc1ccc2c(c1)OCCO2	3	7	0	-2%	-3%	?	1%	16%	0	-3%

Further structures:
SMILES | Giardia kill | KCNH2 WT inh | Coupling enz | GALK inhibitor | Tb PFK inh | BCR signal inh | A-T KAP1 phos | CXXC DNA block | TSHR antag | TCR act
COC(=O)CN1C(=O)[C@H]2[C@@H](C3CC3)N3C(=O)CN(Cc4ccccn4)C(=O)[C@@]3(Cc3ccccc3)[C@H]2C1=O | -22 | 7 | -2 | / | 0% | -13% | 2% | 1% | -1 | 1%
CC(C)[C@H](NC(=O)c1ccccc1Cl)C(=O)NC1CCCCCC1 | 11 | -12 | 1 | 7% | 1% | 5% | -4% | 2% | -5 | -4%
COC(=O)c1c(NC(=O)CC2SC(N)=NC2=O)sc(C)c1C (stereo not drawn) | -4 | 4 | -1 | 3% | 0% | -1% | 1% | -14% | -2 | -3%
O=C(N/C(=C\c1ccc(Br)cc1)C(=O)N1CCOCC1)c1ccc([N+](=O)[O-])cc1 | -20 | 13 | 0 | -3% | -1% | 11% | 4% | 0% | -1 | 5%
CCOC(=O)c1c(C)[nH]c(C(=O)CN2C(=O)NC(C)(C)C2=O)c1C | 6 | 1 | / | / | -7% | 11% | 3% | / | -10 | -4%
C=CCNc1oc(Cc2cccc3ccccc23)nc1C#N | 4 | 6 | 0 | 1% | -6% | 9% | 9% | -3% | -21 | -2%
CCOC(=O)N/N=C1\CCc2ccccc21 | 5 | -2 | -4 | 2% | -6% | 2% | -7% | -4% | 1 | 1%[46.1 µM]
O=C(COC(=O)c1ccc(O)cc1O)Nc1ccc(Cl)cn1 | 1 | 3 | / | 0% | 3% | ? | 0% | 14% | -7 | 7%
O=C(CN1C(=O)NC2(CCCC2)C1=O)NCc1ccc(F)cc1 | -4 | -6 | / | / | -1% | 2% | 16% | / | 6 | 5%
CCN1CCc2c(OCc3ccccc3)cccc2C1=O | 0 | -1 | -2 | -1% | 0% | ? | -2% | -1% | -13 | -16%
Cc1cccc(N/C(=N\S(=O)(=O)c2ccccc2)C(F)(F)F)c1 | 0 | 6 | 0 | 1% | 0% | 5% | -5% | 0% | 11 | 1%
CCNC(=S)N/N=C/c1c(C)nn(-c2cccc(Cl)c2)c1Cl | -3 | 19 | -2 | -2% | -3% | 4% | -6% | 3% | -2 | 1%[46.1 µM]
CC(=O)Nc1cccc(-n2nnc(SCC(=O)Nc3ccccc3)n2)c1 | 2 | 5 | -1 | -2% | -1% | -13% | 10% | 3% | -12 | 1%
O=C(COC(=O)c1ccc(NS(=O)(=O)c2cccs2)cc1O)Nc1nc2ccccc2s1 | 6 | 2 | 6 | 1% | 1% | ? | -2% | -6% | -24 | 8%
CC(SCc1nc2sc3c(c2c(=O)[nH]1)CCCC3)C(=O)Nc1ccccn1 (stereo not drawn) | 3 | -5 | / | / | -4% | -4% | 8% | / | -8 | -4%
CCCC(C(=O)OCC)P(=O)(c1ccccc1)c1ccccc1 (stereo not drawn) | -5 | -28 | 1 | 6% | -3% | 13% | / | 8% | 10 | -1%
COc1ccc(NC(=O)c2cccc(N3C(=O)C4CCC(C)CC4C3=O)c2)c(OC)c1 (stereo not drawn) | -23 | -1 | 4 | 5% | -1% | ? | 4% | -3% | -6 | -3%
Cc1oc(CC(C)C)c(CN)c1C(=O)O | 6 | -10 | 1 | 0% | 0% | ? | -8% | 0% | 0 | 0%
CN(c1ccccc1)c1nc(N)c([N+](=O)[O-])c(N2CCOCC2)n1 | 2 | 2 | 4 | 1% | 1% | -10% | -7% | -2% | -3 | 1%
O=C(NCC(=O)N(Cc1cccs1)C(C(=O)NC1CCCC1)c1cccnc1)c1ccco1 (stereo not drawn) | 2 | -2 | -2 | 0% | 1% | 6% | -1% | -2% | 23 | -5%[46.1 µM]
O=C(CNC(=O)c1cccc(OC(F)F)c1)Nc1ccc(Cl)cc1 | 4 | 1 | 0 | 6% | 1% | ? | -6% | 13% | -1 | -1%
CCCOc1ccc(C(O)CCNC(CC(=O)O)c2ccccc2)cc1 (stereo not drawn) | 6 | 4 | 3 | / | 4% | 1% | 0% | -10% | 31 | 4%[46.1 µM]
CN(C(=O)CSc1nnc(CNC(=O)c2ccccc2)o1)c1ccccc1 | 1 | 3 | / | -3% | 3% | 0% | 7% | -2% | 15 | -1%
